# LMP1 NFkB inh = EBV LMP1-driven NF-kappaB luciferase reporter inhibitors, primary screen, cell-based, luminescence, single point. LMP1-induced NF-kappaB luciferase reporter cells. inhibition, % at 12.5 µM. hit rate 0.69% among 350,000; in the data active = inhibition above about 41%;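 also: 0% = neutral control wells and 100% = reference inhibitor control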
# TROY signal inh = inhibitors of TROY-driven NF-kB signaling, primary screen, Q293 LMP1-TROYcd cells, NF-kB luciferase, uHTS; Q293 LMP1-TROYcd NF-kB luciferase reporter, 4 h; inhibition, % at 10 µM; hit rate 0.98% among 360,000;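 active = compounds whose plate-normalised and pattern-corrected inhibition of the luciferase reporter signal at the single screening dose is 50% or more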
# TWEAK Fn14 block = inhibitors of TWEAK-Fn14 signaling, primary screen, luciferase reporter cells, uHTS | AID 1159606, 2016 | TWEAK-stimulated Fn14 reporter cells, luciferase luminescence, 8 h | inhibition, % at 10 µM | hit rate 2% among 360,000; in the data active = inhibition above about 50%
# SRC3 inh = SRC3 coactivator transcriptional activity inhibitors, primary screen, cell-based, luminescence; HEK293 GAL4-SRC3 luciferase reporter; inhibition, % at 3.6 µM; hit rate 0.17% among 360,000; AID 588352, 2011;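 active = inhibition above a per-campaign cutoff, the mean of all compounds plus 3 SD, cut at about 60% in these data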;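 also: 0% = DMSO-treated cells and 100% = gossypol-treated cells at 36 µM; higher means less SRC3-driven luciferase light from the GAL4 reporter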
# NR2F2 inh = NR2F2 transcriptional activity inhibitors, primary screen, cell-based, luciferase reporter, HEK293T, luminescence; HEK293T NGFI-A luciferase reporter; inhibition, % at 8.6 µM; hit rate 0.7% among 370,000; AID 686940, 2013;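 active = inhibition above a per-plate cutoff, mean inhibition of test wells between control levels plus 3 SD, cut at about 38% in these data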;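 also: cells cotransfected with COUP-TFII expression vector driving the NGFI-A reporter; 0% = median of COUP-TF2 test wells and 100% = reporter-only cells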
# TRAIL sens C8 = viability loss with TRAIL in NB7+C8 cells, primary screen, TRAIL sensitizer project, cell-based, ATPlite luminescence; inhibition (viability loss, TRAIL sensitization), % at 10 µM; hit rate 1% among 360,000;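 active = compounds causing at least 50% loss of cell viability in the single-dose screen, relative to plate controls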
# CF NFkB block = inhibitors of PAF-induced NF-kB signaling, primary screen, cell-based, GFP fluorescence, uHTS. KKLEB NF-kB-GFP reporter, GFP fluorescence overnight. inhibition, % at 5 µM. hit rate 0.86% among 360,000;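 active = at least 50% inhibition at 5 µM, scaled per plate between neutral and stimulator controls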;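 also: PAF is a Pseudomonas aeruginosa culture filtrate used as stimulus; plate controls were PAF-stimulated DMSO wells for no effect and unstimulated DMSO wells for full effect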
# NR5A2 inv ag = LRH-1 (NR5A2) inverse agonists, primary screen, cell-based, luminescence, HEK293T, StAR-luciferase reporter; Nuclear receptor subfamily 5 group A member 2 (Homo sapiens), O00482; LRH-1 transfected, 24 h; inhibition, % at 3.6 µM; hit rate 0.13% among 360,000; AID 602396, 2012;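 active = inhibition above the mean inhibition of all tested compounds plus 3 SD, cut at about 73% in these data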;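 also: 0% = DMSO wells and 100% = reporter-only cells lacking LRH-1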
# Shn3 3UTR inh = reduction of Shn3 3'UTR firefly luciferase signal, primary screen, Schnurri-3 inhibitor project, cell-based, Clone20 osteoblasts, set 2. Clone20 osteoblast Shn3 3'UTR firefly luciferase, 24 h. inhibition, % at 12.5 µM. hit rate 0.52% among 360,000;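 active = mean inhibition of at least 75% with every replicate also reaching 75%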;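 also: 0% = median of neutral control wells and 100% = pilot-screen positive control compound; some compounds past the cut are filed as inactive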
# SRC1 inh = SRC1 coactivator transcriptional activity inhibitors, primary screen, cell-based, luminescence; HEK293 GAL4-SRC1 luciferase reporter; inhibition, % at 3.6 µM; hit rate 0.12% among 360,000; AID 588354, 2011;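 active = inhibition above the campaign mean plus 3 SD, with each screening campaign given its own cutoff, cut at about 60% in these data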;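 also: 0% = DMSO treated cells and 100% = gossypol at 36 µM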
# Target sequence (Q15788 whole entry, looked up, the tested form may be a part): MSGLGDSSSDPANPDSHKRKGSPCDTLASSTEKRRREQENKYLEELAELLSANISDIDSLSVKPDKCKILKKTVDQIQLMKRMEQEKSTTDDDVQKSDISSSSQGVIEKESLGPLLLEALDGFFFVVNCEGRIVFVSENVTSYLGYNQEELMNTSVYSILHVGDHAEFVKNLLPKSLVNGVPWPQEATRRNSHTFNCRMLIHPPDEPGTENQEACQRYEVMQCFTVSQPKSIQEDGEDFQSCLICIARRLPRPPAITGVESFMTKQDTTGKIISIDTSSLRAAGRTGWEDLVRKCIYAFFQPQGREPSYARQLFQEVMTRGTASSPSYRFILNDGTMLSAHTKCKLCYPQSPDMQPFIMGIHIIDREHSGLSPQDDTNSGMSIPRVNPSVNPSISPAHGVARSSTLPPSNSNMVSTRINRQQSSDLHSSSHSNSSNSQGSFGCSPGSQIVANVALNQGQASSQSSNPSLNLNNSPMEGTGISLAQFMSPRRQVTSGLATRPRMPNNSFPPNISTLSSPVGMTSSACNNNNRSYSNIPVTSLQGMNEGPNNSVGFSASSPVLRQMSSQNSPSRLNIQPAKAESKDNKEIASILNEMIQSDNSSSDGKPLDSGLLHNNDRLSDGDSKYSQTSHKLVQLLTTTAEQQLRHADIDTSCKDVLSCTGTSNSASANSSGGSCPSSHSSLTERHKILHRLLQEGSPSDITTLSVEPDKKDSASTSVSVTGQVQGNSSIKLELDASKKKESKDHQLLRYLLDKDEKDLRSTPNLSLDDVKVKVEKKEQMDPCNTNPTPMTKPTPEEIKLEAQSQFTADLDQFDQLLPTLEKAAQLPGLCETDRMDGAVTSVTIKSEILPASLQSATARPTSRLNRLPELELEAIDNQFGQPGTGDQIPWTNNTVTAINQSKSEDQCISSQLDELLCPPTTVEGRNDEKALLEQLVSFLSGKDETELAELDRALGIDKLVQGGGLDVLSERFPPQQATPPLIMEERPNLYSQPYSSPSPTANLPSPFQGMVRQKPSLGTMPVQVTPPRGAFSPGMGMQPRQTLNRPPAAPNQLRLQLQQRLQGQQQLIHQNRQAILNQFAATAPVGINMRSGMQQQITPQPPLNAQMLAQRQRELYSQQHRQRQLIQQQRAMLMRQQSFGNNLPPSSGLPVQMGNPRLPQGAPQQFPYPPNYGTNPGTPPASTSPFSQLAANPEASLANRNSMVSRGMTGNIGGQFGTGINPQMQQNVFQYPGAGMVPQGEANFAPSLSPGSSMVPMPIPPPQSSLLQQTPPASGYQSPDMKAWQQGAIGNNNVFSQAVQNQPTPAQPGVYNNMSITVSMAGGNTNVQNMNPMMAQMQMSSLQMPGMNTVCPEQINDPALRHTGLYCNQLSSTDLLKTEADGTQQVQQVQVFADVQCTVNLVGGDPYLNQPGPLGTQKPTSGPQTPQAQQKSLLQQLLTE
# KKLEB cytotox = cytotoxicity in KKLEB CF airway cells, primary screen, cytotoxicity control for CF NF-kB inhibitor project, cell-based, uHTS, fluorescence assay plates | AID 602141, 2011 | activity change (cytotoxicity), % at 5 µM | hit rate 0.36% among 360,000 | KKLEB CF airway cells viability, ATPlite luminescence, overnight; active compounds read low; cells stimulated with P. aeruginosa culture filtrate;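 active = corrected activity change at or below -50% at 5 µM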
# * hit, by the source's call; . = no result given; & = joins results of further samples. Some of the compounds tested (hit frequency here may not be typical).
SMILES,LMP1 NFkB inh,TROY signal inh,TWEAK Fn14 block,SRC3 inh,NR2F2 inh,TRAIL sens C8,CF NFkB block,NR5A2 inv ag,Shn3 3UTR inh,SRC1 inh,KKLEB cytotox
O=C(NCc1ccncc1)C(=O)Nc1nc2ccccc2s1,3.9,-45.0,-0.5,-14.4,-6.7,9.4,10.0,-43.5,-19.8,-50.5,8.3
Cc1cc(O)c(-c2cc(O)c(C)cc2O)cc1O,-30.4,-1.4,20.8,-31.2,5.6,-2.7,-3.4,-3.0,-16.3,-42.0,-6.3
Cc1ccc(C(=O)N2CCC(C)CC2)cc1C,-14.0,-47.1,-6.0,-22.6,-6.7,13.4,-11.1,-30.6,-35.0,-23.7,5.8
COc1ccccc1CNC(=O)C(C)Sc1ccsc1[N+](=O)[O-] (stereo not drawn),3.8,10.6,19.5,6.4,-4.2,-8.0,-3.2,-9.2,-28.8,-14.5,11.7
C[C@]12CC[C@H](O)CC1=CCC1C2CC[C@@]2(C)C1CC[C@@H]2NC(=O)[C@@H](N)Cc1cnc[nH]1 (stereo partly drawn),9.9,15.6,-8.2,-20.6,12.6,-12.4,-2.7,17.3,-9.3,9.4,-8.0
O=C(CSc1nc2ccccc2c(=O)n1Cc1ccco1)c1ccccc1,4.0,14.6,51.5*,5.4,16.4,16.5,-12.5,-10.2,5.6,-7.0,-2.7
Cc1ccccc1NC(=O)Cc1nc(COC(=O)c2cccc([N+](=O)[O-])c2)cs1,2.3,-10.3,-10.5,-5.5,3.0,1.6,-10.3,-19.5,5.4,0.9,0.5
O=C(Nc1ccc(N2CCOCC2)c(Cl)c1)c1ccc(Cl)cc1,-8.7,-12.1,-20.8,-56.5,-17.6,3.1,-4.5,-29.1,-1.8,-52.3,-0.2
CC(C)(C)c1ccc(OCCCC(=O)N2CCOCC2)cc1,-5.1,-63.9,-34.9,-15.6,-8.4,-8.8,4.4,-24.0,-30.3,-84.3,6.9
COc1cccc(NC(=S)Nc2cc(C)cc(C)n2)c1,-34.4,-23.0,-11.9,-85.9,-40.7,9.6,16.7,-114.0,-67.0,-77.8,-7.0
COc1cccc(/C=C/C(=O)OCC(=O)N2c3ccccc3CC2C)c1OC (stereo not drawn),1.1,-17.2,-8.7,-20.4,3.9,8.3,-2.5,-19.5,9.3,-3.3,-6.9
Cc1cc(C)cc(NC(=O)C2CCCN2S(=O)(=O)c2ccc3c(c2)n(C)c(=O)c(=O)n3C)c1 (stereo not drawn),-1.3,-3.2,-14.6,20.8,3.0,-2.7,3.6,6.6,-7.4,1.2,-0.1
Cc1cc(NC(=O)c2ccc(C(C)(C)C)cc2)no1,-37.3,-15.5,8.4,-109.6,-41.5,69.9*,-6.4,-127.9,-120.1,-156.4,-14.7
O=C(Oc1ccc(N2C(=O)CCC2=O)cc1)c1ccccc1,2.2,-74.3,-23.6,-1.0,5.3,-1.7,-4.4,-13.9,3.8,-3.2,-3.3
CCOc1ccc(/C=N/NC(N)=S)cc1,-6.5,-43.1,-9.1,-33.7,5.8,1.4,-16.8,16.5,7.5,-22.7,11.2
CC1CC(OC(=O)C(O)c2ccccc2)CC(C)(C)N1C (stereo not drawn),0.4,9.4,2.6,1.0,2.8,-9.1,-6.8,-20.4,-17.3&-3.8,-4.8,9.5
COc1ccc(/C(N)=N/OC(=O)c2cccc([N+](=O)[O-])c2C)cc1,-22.1,-41.8,-20.0,4.5,3.6,65.0*,5.8,14.9,-81.9,-102.8,-0.1
Cc1[nH]c(=O)[nH]c(=O)c1S(=O)(=O)Nc1ccc(S(N)(=O)=O)cc1,-2.3,14.2,-9.4,1.0,13.8,-2.8,-6.0,-11.7,11.8,-18.1,-1.6
Cc1noc(C)c1COC(=O)c1cc2ccccc2cc1O,-1.9,-0.8,-16.2,8.2,-4.2,-12.7,-40.9,-3.8,1.0,7.3,13.7
CCOC(=O)CCCNC(=O)CCNC(=O)c1ccc(OC(C)C)cc1,-9.0,-22.7,10.8,4.0,-24.6,1.2,-9.3,0.1,3.6,-36.7,16.3
Cc1ccc(NS(=O)(=O)c2cc(OCC(N)=O)c(C)cc2Cl)cc1C,-3.2,-3.0,16.4,-32.6,-0.7,-13.9,19.5,-2.5,27.6,12.4,-2.1
O=C(O)c1ccccc1SC1CC(=O)N(C2CCCCC2)C1=O (stereo not drawn),-10.6,-10.5,11.1,12.5,.,7.7,-2.3,13.4,-8.9,-1.9,-17.9
Cc1cc(S(=O)(=O)NCCC2=CCCCC2)ccc1Br,1.6,12.7,4.7,4.5,0.4,-2.8,21.6,-5.0,-16.2,-11.6,-5.6
CN1CCCN(S(=O)(=O)c2ccc3ccccc3c2)CC1,-5.3,-3.8,9.0,15.2,11.4,-16.3,5.5,-8.2,-14.9,3.2,-5.5
CC(Oc1ccccc1)C(=O)Nc1ccccc1O (stereo not drawn),-9.0,0.9,-0.4,1.6,7.0,1.8,-9.1,-0.6,8.6,-6.5,-9.2

# Next entries.
SMILES,LMP1 NFkB inh,TROY signal inh,TWEAK Fn14 block,SRC3 inh,NR2F2 inh,TRAIL sens C8,CF NFkB block,NR5A2 inv ag,Shn3 3UTR inh,SRC1 inh,KKLEB cytotox
CC(C)c1cccc(-c2csc(C(O)c3cccc(Cl)c3)n2)c1 (stereo not drawn),.,3.8,-6.7,-3.2,11.1,-14.6,6.9,-15.9,7.0,3.5,9.5
Cc1cnc(NC(=O)CSc2nnc(Cc3ccccc3)n2C)s1,13.2,9.9,1.0,2.6,3.3,-14.5,5.8,4.5,6.6,-2.2,6.4
O=C(NCc1cccnc1)c1cc(C2CCCCN2S(=O)(=O)Cc2ccccc2)on1 (stereo not drawn),.,-3.6,5.8,-8.4,15.8,6.8,22.9,-7.0,0.9,14.0,-9.1
CCCS(=O)(=O)NC(=O)C1(C)CCCN(C(=O)c2ccc3snnc3c2)C1 (stereo not drawn),.,-1.7,-3.3,-5.0,-9.0,-20.2,-0.1,-11.8,-14.4,-7.5,4.4
C=CCOc1ccc(CN(C)C(=O)c2ccc(CNS(=O)(=O)c3ccc(C)c(C)c3)cc2)cc1,2.0,37.8,46.4,13.6,41.0*,14.6,9.6,10.8,48.5,-9.7,-16.3
Cn1cccc1Cc1nnc(SCC(=O)NCc2ccc3c(c2)OCO3)n1CCc1ccccc1,-10.4,-8.2,2.8,4.8,12.4,10.0,-8.8,1.9,18.4,0.9,7.3
CCOC(=O)Cc1ccc(NC(=O)c2ccccc2Br)cc1,3.7,-1.9,6.7,-3.4,2.0,11.3,-5.8,10.4,3.9,-5.4,-2.8
c1ccc(CCc2cc3ccccc3[nH]2)cc1,-6.5,-54.2,5.6,-12.6,-17.8,3.8,-7.2,-26.5,-63.1,-25.5,0.5
CC(/C=N/n1c(C2CCCCC2)n[nH]c1=S)=C\c1ccccc1,-23.1,15.9,-1.5,4.8,-12.2,13.9,11.7,6.8,-16.8,-19.4,7.4
CCC(=O)N1CCN(c2ccc(Cl)cc2NC(=O)c2ccc([N+](=O)[O-])o2)CC1,-22.8,-4.8,9.2,-0.3,11.2,29.0,6.1,60.0,-30.0,-20.3,-11.7
Cc1ccc(S(=O)(=O)N2CCCCC2)cc1NC(=O)Cn1cnnn1,-2.4,7.2,4.0,5.1,0.1,1.4,1.6,5.2,-0.5,-17.3,-3.3
Cc1ccc(NCc2nnc(SCC(=O)N3CCc4ccccc43)n2C)cc1,-0.4,-32.4,-0.5,-1.7,-16.5,1.6,0.5,9.2,35.3,3.8,-5.1
Cc1ccc(NS(=O)(=O)c2ccc(-c3cnc(C4CC4)o3)cc2)c(C)c1,14.7,47.7,17.6,17.3,-35.2,13.2,65.1*,23.2,9.5,-14.2,-13.4
Cc1c(NC(=O)c2cc(-c3ccc(Cl)c(Cl)c3)on2)c(=O)n(-c2ccccc2)n1C,-3.6,16.2,24.1,4.5,-14.3,13.9,-5.0,5.1,3.1,3.8,7.5
CCOCC(O)CSCc1ccc(Cl)cc1 (stereo not drawn),1.4,16.1,-3.1,-1.7,2.5,-14.6,8.3,-0.7,-4.5,-14.6,6.5
COCCCNCCCOc1ccc(C)cc1Br,0.6,2.5,-12.1,19.9,-26.3,10.0,4.3,8.3,11.1,5.9,0.8
C=CC[C@@H](CC(=O)NCCO)C(=O)NC[C@@H](OC(=O)[C@H](CC=C)CC(=O)OC(C)(C)C)c1ccccc1,-2.2,0.0,1.3,-3.2,-11.7,-16.9,-10.5,18.3,-17.9,-4.4,14.0
NS(=O)(=O)c1ccc(CCNC(=O)COC(=O)/C=C/c2ccc(Cl)cc2)cc1,-21.8,-3.6,5.1,7.4,16.7,-2.6,0.5,12.3,2.5,-1.2,-1.8
Cc1ccc(S(=O)(=O)N2CCOCC2)cc1NC(=O)COC(=O)Cc1ccc(Cl)cc1,-6.9,0.0,3.6,13.2,6.9,15.2,24.3,0.8,-40.0,6.8,-3.1
CC(O)CO (stereo not drawn),-3.1,3.2,2.8,0.1,-9.7,-9.2,-4.9,-4.2,5.3,-6.8,-11.7
CC1CCCCC1NC(=O)C1CC(=O)N(Cc2ccccc2)C1 (stereo not drawn),1.1,-4.5,-0.2,11.6,-4.9,-0.5,3.3,0.2,54.3,8.2,10.2
O=C1OC(c2ccc(Cl)cc2)=N/C1=C\c1cccnc1,-1.7,2.0,1.5,-3.9,-10.1,5.9,-5.4,-9.1,-7.5,3.1,6.9
CCOC(=O)C1CCCN(C(=O)CSCc2ccccc2)C1 (stereo not drawn),-2.7,-40.5,-5.6,-29.0,-21.8,1.2,-2.8,-35.8,-49.4,-62.0,0.6
Cc1cccc(C)c1NC(=O)C1CCN(C(=O)c2cccs2)CC1,3.1,1.4,12.9,-2.7,23.5,0.2,-13.1,6.0,-7.4,-3.2,0.1
Cc1nn(-c2ccccc2)c(C)c1/C=C/C(=O)OC(C)C(=O)Nc1ncc(Cl)cc1Cl (stereo not drawn),14.2,1.5,-0.3,1.0,-7.3,-4.9,2.5,13.8,3.9,-15.1,5.1
CCNc1nc(OC)nc(SCC(=O)Nc2ccccc2)n1,-0.8,9.7,-1.1,16.6,11.3,0.8,-12.2,-1.0,.,-0.5,0.2

# Arranged by value in LMP1 NFkB inh (falling): 3 of the compounds above.
structure | LMP1 NFkB inh
CCOCC(O)CSCc1ccc(Cl)cc1 (stereo not drawn) | 1.4
Cc1c(NC(=O)c2cc(-c3ccc(Cl)c(Cl)c3)on2)c(=O)n(-c2ccccc2)n1C | -3.6
NS(=O)(=O)c1ccc(CCNC(=O)COC(=O)/C=C/c2ccc(Cl)cc2)cc1 | -21.8

# Compound activity: PubChem BioAssay, several laboratories
